# Compound activity from PubChem.
# MEKK3 PB1 HTS – modulators of MEKK3-MEK5 PB1 binding, primary screen, biochemical, wildtype MEKK3, multiplex bead flow cytometry, Alexa488-MEK5; binding response (% of control), % at 10 µM; 290,000 compounds, 1.4% hits; Mitogen-activated protein kinase kinase kinase 3 (Homo sapiens), Q99759; bead-based flow cytometry, Alexa488-MEK5 binding to MEKK3; actives lie on both sides; 0 = blocked by unlabeled MEK5, 100 = vehicle; AID 1529, 2009;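 active means binding response more than 3 SD above or below the average of its plate-row segment, actives on both sides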;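 further: Alexa488 bead fluorescence after subtracting the streptavidin-only scavenger bead signal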
# UBC9 SUMO inh – inhibitors of in vitro SUMOylation cascade, primary screen, biochemical, HTRF, uHTS; SUMO-conjugating enzyme UBC9 (Homo sapiens), P63279; HTRF SUMOylation assay, SAE1/SAE2 + UBC9; inhibition, % at 35 µM; 290,000 compounds, 0.36% hits; AID 2006, 2009; in the data active means inhibition above about 50%, passing the limit was not always enough; further: strong numbers were not always called active
# M18AAP inhibitor – PfM18AAP inhibitors, malaria aminopeptidase, primary screen, biochemical, QFRET, recombinant enzyme. 290,000 compounds, 1.2% hits. inhibition, % at 7.35 µM. H-Glu-NHMec fluorogenic cleavage. M18 aspartyl aminopeptidase (Plasmodium falciparum 3D7);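 active means inhibition above the campaign mean inhibition over all tested compounds plus 3 SD, cut at about 28% in these data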;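 further: 0% = plate median of test compound wells and 100% = 2 mM ZnCl2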
# MEKK2 mut-MEK5 – MEK5 binding signal on mutant MEKK2 PB1, primary screen, biochemical, multiplex bead flow cytometry, Alexa488-MEK5 | percent response, % at 10 µM | 290,000 compounds, 0.35% hits | Alexa488-MEK5 binding to MEKK2 mutant; in the data active means percent response above about 24%, passing the limit was not always enough; further: inactives centre near 1; some results filed as inactive read as strong as hits; reference of the scale not given here
# MEKK2 WT-MEK5 – modulators of MEK5 binding to wildtype MEKK2, primary screen, biochemical, multiplex bead flow cytometry, Alexa488-MEK5; 290,000 compounds, 1.1% hits; Alexa488-MEK5 binding to MEKK2 WT; actives lie on both sides; Mitogen-activated protein kinase kinase kinase 2 (Homo sapiens), Q9Y2U5; binding response (% of control), % at 10 µM; in the data active means binding response below about 67% or above about 130%
# IDE cell activ – human IDE activators in live cells, primary screen, fluorescence polarization, HEK cells, FAbeta-B substrate. Insulin-degrading enzyme (Homo sapiens), P14735. FAbeta-B cleavage; 0% vehicle, 100% cell-free pure enzyme wells. activation, % at 5.96 µM. 340,000 compounds, 0.073% hits. AID 493087, 2011;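 active means activation above the mean of all tested compounds plus 3 SD, set per screening campaign, cut at about 17% in these data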
# Target sequence (P14735 whole entry, looked up): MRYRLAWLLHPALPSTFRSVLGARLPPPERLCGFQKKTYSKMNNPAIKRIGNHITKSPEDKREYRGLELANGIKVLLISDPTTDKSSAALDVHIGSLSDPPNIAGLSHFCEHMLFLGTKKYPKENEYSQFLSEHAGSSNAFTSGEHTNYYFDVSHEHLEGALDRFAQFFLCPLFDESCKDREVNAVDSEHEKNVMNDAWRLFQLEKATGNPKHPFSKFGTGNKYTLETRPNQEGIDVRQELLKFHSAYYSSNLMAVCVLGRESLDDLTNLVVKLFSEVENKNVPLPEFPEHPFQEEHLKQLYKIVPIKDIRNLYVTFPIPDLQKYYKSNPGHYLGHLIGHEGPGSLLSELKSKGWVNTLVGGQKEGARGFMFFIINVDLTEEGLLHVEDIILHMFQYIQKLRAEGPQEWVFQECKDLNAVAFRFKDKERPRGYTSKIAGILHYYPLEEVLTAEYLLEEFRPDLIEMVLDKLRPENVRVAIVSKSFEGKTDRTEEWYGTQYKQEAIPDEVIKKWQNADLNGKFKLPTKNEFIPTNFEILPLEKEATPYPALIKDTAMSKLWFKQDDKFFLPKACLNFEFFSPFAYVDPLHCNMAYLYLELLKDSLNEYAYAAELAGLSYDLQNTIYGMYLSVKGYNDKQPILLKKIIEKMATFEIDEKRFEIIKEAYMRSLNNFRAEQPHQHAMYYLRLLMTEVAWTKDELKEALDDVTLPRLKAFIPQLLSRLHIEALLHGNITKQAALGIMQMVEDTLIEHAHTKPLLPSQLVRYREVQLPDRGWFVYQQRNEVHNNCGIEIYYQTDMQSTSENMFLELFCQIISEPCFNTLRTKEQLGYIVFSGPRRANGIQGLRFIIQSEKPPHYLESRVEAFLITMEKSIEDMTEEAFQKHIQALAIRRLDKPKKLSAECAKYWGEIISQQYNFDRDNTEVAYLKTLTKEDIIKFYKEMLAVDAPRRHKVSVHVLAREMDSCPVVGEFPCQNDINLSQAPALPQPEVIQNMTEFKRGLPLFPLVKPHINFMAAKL
# IDE inh – human IDE inhibitors in live cells, primary screen, fluorescence polarization, HEK cells, FAbetaB substrate; AID 434962, 2010; inhibition, % at 5.59 µM; FAbetaB cleavage; 320,000 compounds, 0.41% hits;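 active means percent inhibition above the average of all tested compounds plus 3 SD, set per screening campaign, cut at about 16% in these data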;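 further: IDE supplied by intact live HEK cells; FP after avidin binding of uncleaved biotin substrate so inhibition keeps polarization high; 0% = DMSO wells and 100% = 60 µM reference IDE inhibitor Ii1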
# NALP1 inh – NALP1 inflammasome inhibitors in reconstituted yeast, colorimetric, S. cerevisiae, triplicate retest. S. cerevisiae NALP1/ASC/caspase-1 growth, X-gal OD620, 72 h. inhibition, % at 10 µM. 280,000 compounds, 0.61% hits. AID 2071, 2009; in the data active means inhibition mostly above about 24%, no sharp cut-off; inactive means mostly below about 32%; further: some compounds called inactive have numbers as strong as hits
# pCIP destab – p/CIP-EGFP fusion destabilizers, primary screen, fluorescence, F442A cells; Q05BA5; 16 h; decrease of EGFP signal, % at 10 µM; 290,000 compounds, 0.01% hits; AID 1984, 2009;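 active means EGFP signal decrease of at least 30% at 10 µM or well 3 SD below plate mean, unless failing retest; inactive means the rest, including hits failing retest or dose response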; further: some compounds called inactive have numbers as strong as hits; many of its hits are not listed in these tables
# * hit, by the source's call; . = no result given.
SMILES,MEKK3 PB1 HTS,UBC9 SUMO inh,M18AAP inhibitor,MEKK2 mut-MEK5,MEKK2 WT-MEK5,IDE cell activ,IDE inh,NALP1 inh,pCIP destab
CCCC1C(=O)N(c2ccccc2)C1c1ccccc1 (stereo unspecified),107,-10,-1,3,104,-1,4,1,-2
COCC1CCN(Cc2nc(Cc3ccccc3Cl)no2)CC1,106,-8,-13,1,107,6,4,-13,10
CCOc1ccc(N(CC(=O)NC2CCCCC2)C(=O)CCC(=O)Nc2ccccn2)cc1,104,8,-6,2,104,0,-1,12,-16
O=C1NC(c2ccccc2)C(C(=O)c2cccs2)C(O)(C(F)(F)F)N1 (stereo unspecified),92,12,-37,-3,93,-6,5,8,5
CCCOc1ccc(Cc2c(O)nc(N)[nH]c2=O)cc1C,108,15,-10,9,105,1,-4,25,-10
NC(=S)Nc1cccc2cnccc12,109,10,2,9,111,4,4,43,-8
CSc1ncccc1C(=O)Nc1nc2ccc(S(C)(=O)=O)cc2s1,101,18,-3,-1,102,5,-4,9,4
CCN(CC(=O)Nc1c(C(=O)OC)[nH]c2ccccc12)c1ccc2c(c1)OCO2,107,-16,-9,1,100,-4,-2,2,-11
CC1CCN(c2cc(N)c(Cl)cc2[N+](=O)[O-])CC1,107,0,0,13,107,1,3,-1,-1
COc1ccc(NC(=O)c2cccc(S(=O)(=O)N3CCOCC3)c2)cc1,98,1,-3,-5,96,4,0,-1,4
O=C(Nc1nc(-c2ccco2)c(-c2ccco2)s1)C1CCC1,98,61*,16,-1,99,1,5,47,-54
c1ccc(Nc2nc(-c3ccccc3)ns2)cc1,106,0,0,23,114,0,7,-17,-16
Cc1sc(C(=O)Nc2ccc3ccccc3c2)cc1CC(=O)O,108,19,4,-4,98,1,4,16,-8
Cc1ccc(-c2cnc3n2CCCCC3)cc1,90,-18,-4,-1,91,-6,0,21,26
Cc1onc(-c2ccccc2)c1C(=O)N/N=C/c1c[nH]c2ccccc12,92,-3,-2,-6,95,-1,3,-2,8
CCc1ccc(NC(=O)NCCN2CCc3ccccc3C2)cc1,105,14,-1,6,113,3,1,-57,-5
COC(=O)c1ccc(-n2nnnc2SCC(=O)Nc2ccccc2C(=O)OC)cc1,.,3,-4,.,.,3,.,25,-1
COc1ccc(C(=O)Nc2ccc(C)cc2C(=O)c2ccccc2)cc1,105,-9,-5,20,109,1,3,38,2
O=C(CSc1cccc[n+]1[O-])N1CCCCCC1,105,10,0,-4,102,3,-3,21,-14
CC1(C)CC(=O)C2=C(C1)N(Cc1ccco1)C(=O)NC2(C(F)(F)F)C(F)(F)F,98,-7,-25,-1,100,3,6,5,-4
COc1cc(/C=c2\sc3n(c2=O)CCCN=3)ccc1O,104,-3,0,8,107,-3,7,4,-5
COc1cccc2c1OC1(C)CC2/C(=C(\C)O)C(=O)N1 (stereo unspecified),100,-19,-3,4,106,-1,0,2,4
CC(C)n1c(-c2ccc(N(C)C)cc2)nc2ccccc21,82,32,5,-9,86,-3,10,10,-15
Cc1cc(C)c(-n2nnnc2SCC(=O)c2cc3ccccc3o2)c(C)c1,101,9,3,-6,93,.,-1,.,-10
CC(C)(C)c1ccc(S(=O)(=O)NCc2ccc(C(=O)NCc3ccccn3)cc2)cc1,104,-15,0,18,112,4,5,6,2

# An excerpt from above in order of the NALP1 inh value, ascending:
mol	MEKK3 PB1 HTS	UBC9 SUMO inh	M18AAP inhibitor	MEKK2 mut-MEK5	MEKK2 WT-MEK5	IDE cell activ	IDE inh	NALP1 inh	pCIP destab
COCC1CCN(Cc2nc(Cc3ccccc3Cl)no2)CC1	106	-8	-13	1	107	6	4	-13	10
O=C1NC(c2ccccc2)C(C(=O)c2cccs2)C(O)(C(F)(F)F)N1 (stereo unspecified)	92	12	-37	-3	93	-6	5	8	5
O=C(CSc1cccc[n+]1[O-])N1CCCCCC1	105	10	0	-4	102	3	-3	21	-14

# (cont.)
SMILES,MEKK3 PB1 HTS,UBC9 SUMO inh,M18AAP inhibitor,MEKK2 mut-MEK5,MEKK2 WT-MEK5,IDE cell activ,IDE inh,NALP1 inh,pCIP destab
CC(=O)NC(CC(=O)N(Cc1ccccc1)c1cccc(C)c1)c1ccccc1 (stereo unspecified),101,-12,8,1,106,5,4,4,-17
CCc1ccc(OCC(=O)O/N=C(\N)c2cccnc2)cc1,102,1,1,5,102,.,17*,.,-7
CCOc1ccc(/C=N/NC(=O)CC(=O)NCc2ccccc2)cc1,98,12,9,-8,97,0,-3,-13,-4
CCCc1cc(=O)[nH]c(SCCOc2ccc(Cl)cc2)n1,103,16,-2,5,96,-7,-1,-10,2
COc1ccc(Br)cc1/C=N/NC(=O)c1nc(-c2ccccc2)n2c1CCCCC2,102,17,2,-3,96,5,3,9,-9
CCOC(=O)c1sc2cccc(Cl)c2c1N,107,-4,-2,8,99,-4,-1,4,-3
O=C(CN1C(=O)c2ccccc2C1=O)NCc1ccc(N2CCOCC2)cc1,102,18,-1,4,100,2,13,0,-9
Cc1nn(-c2ccccc2)c(C)c1/C=N/NC(=O)CSc1nc2ccccc2c(=O)n1-c1ccc(Br)cc1,103,29,0,-2,97,5,0,23,-11
Cc1ccccc1-n1nc2c(c1NC(=O)CCCl)CSC2,104,21,-16,4,104,3,0,7,-12
Cc1noc(C)c1C(=O)Nc1ccc(F)cc1,92,13,2,-15,87,8,1,0,-8
COc1ccc(N2CCN(C(c3ccccc3)c3sc4nc(C)nn4c3O)CC2)cc1 (stereo unspecified),96,-3,.,5,98,-6,2,-5,-6
C/C(=N\N=C(N)N)c1cccc([N+](=O)[O-])c1,102,-3,3,-2,121,8,2,15,9
Cc1cccc(SCC(=O)Nc2ccc3c(c2)OCCO3)c1,101,3,7,8,110,7,2,6,2
Cc1ccc(CNC(=O)Cc2ccc(-c3ccccc3)cc2)cc1,105,-4,-6,5,106,8,-2,14,17
CCc1ccc(NC(=O)CSc2ccccn2)cc1,102,16,-1,5,100,6,-11,16,-5
O=C(CCc1cccc(Cl)c1)NC1CCCN(Cc2ccccc2F)C1 (stereo unspecified),107,-20,1,10,117,1,-4,-40,-4
CCC(=O)Nc1ccc(N2CCCCC2)c(C(=O)Nc2ccc(OC)cc2)c1,100,0,4,0,98,-3,10,0,-17
CCOc1cc(N2CCOCC2)c(OCC)cc1NS(=O)(=O)c1cc(NC(C)=O)ccc1OC,105,22,10,3,104,3,4,-2,-18
COC1(c2cc(-c3ccccc3)nc(N)n2)CCCCC1,106,-13,1,2,100,-1,5,-4,6
COCc1ccc(C(=O)N2CCCC(Nc3ccc(F)c(F)c3)C2)s1 (stereo unspecified),98,14,-6,0,100,3,10,1,2
Clc1ccc(OCc2nn3c(-c4ccccc4)nnc3s2)c(Cl)c1,102,3,9,3,100,1,3,39,12
Cn1cc(CN2CCN(Cc3ccccc3)C(CCO)C2)c(-c2ccccc2)n1 (stereo unspecified),100,3,-6,-9,99,-1,9,11,0
CCN(CC)C(=O)Cn1cc(C(=O)C(=O)N2CCN(C)CC2)c2ccccc21,101,14,-28,3,105,6,2,18,11
CCOC(=O)c1ccccc1NC(=O)C1COc2ccccc2O1 (stereo unspecified),95,-6,-3,-4,94,6,1,-9,6
O=C(O)c1cc(S(=O)(=O)NC23CC4CC(CC(C4)C2)C3)ccc1Cl,106,12,-12,6,106,2,-7,20,-9

# 16 entries already listed, arranged by SMILES length, largest number first:
SMILES,MEKK3 PB1 HTS,UBC9 SUMO inh,M18AAP inhibitor,MEKK2 mut-MEK5,MEKK2 WT-MEK5,IDE cell activ,IDE inh,NALP1 inh,pCIP destab
Cc1nn(-c2ccccc2)c(C)c1/C=N/NC(=O)CSc1nc2ccccc2c(=O)n1-c1ccc(Br)cc1,103,29,0,-2,97,5,0,23,-11
CC1(C)CC(=O)C2=C(C1)N(Cc1ccco1)C(=O)NC2(C(F)(F)F)C(F)(F)F,98,-7,-25,-1,100,3,6,5,-4
CCN(CC(=O)Nc1c(C(=O)OC)[nH]c2ccccc12)c1ccc2c(c1)OCO2,107,-16,-9,1,100,-4,-2,2,-11
COc1ccc(Br)cc1/C=N/NC(=O)c1nc(-c2ccccc2)n2c1CCCCC2,102,17,2,-3,96,5,3,9,-9
CC(=O)NC(CC(=O)N(Cc1ccccc1)c1cccc(C)c1)c1ccccc1 (stereo unspecified),101,-12,8,1,106,5,4,4,-17
COc1ccc(C(=O)Nc2ccc(C)cc2C(=O)c2ccccc2)cc1,105,-9,-5,20,109,1,3,38,2
Clc1ccc(OCc2nn3c(-c4ccccc4)nnc3s2)c(Cl)c1,102,3,9,3,100,1,3,39,12
O=C(Nc1nc(-c2ccco2)c(-c2ccco2)s1)C1CCC1,98,61*,16,-1,99,1,5,47,-54
Cc1ccc(CNC(=O)Cc2ccc(-c3ccccc3)cc2)cc1,105,-4,-6,5,106,8,-2,14,17
C/C(=N\N=C(N)N)c1cccc([N+](=O)[O-])c1,102,-3,3,-2,121,8,2,15,9
CC(C)n1c(-c2ccc(N(C)C)cc2)nc2ccccc21,82,32,5,-9,86,-3,10,10,-15
COC1(c2cc(-c3ccccc3)nc(N)n2)CCCCC1,106,-13,1,2,100,-1,5,-4,6
CCCC1C(=O)N(c2ccccc2)C1c1ccccc1 (stereo unspecified),107,-10,-1,3,104,-1,4,1,-2
c1ccc(Nc2nc(-c3ccccc3)ns2)cc1,106,0,0,23,114,0,7,-17,-16
Cc1noc(C)c1C(=O)Nc1ccc(F)cc1,92,13,2,-15,87,8,1,0,-8
Cc1ccc(-c2cnc3n2CCCCC3)cc1,90,-18,-4,-1,91,-6,0,21,26

# (listing goes on)
SMILES,MEKK3 PB1 HTS,UBC9 SUMO inh,M18AAP inhibitor,MEKK2 mut-MEK5,MEKK2 WT-MEK5,IDE cell activ,IDE inh,NALP1 inh,pCIP destab
COc1ccc2[nH]c(C(=O)N3CCNCC3)cc2c1OC,97,5,13,-5,100,3,.,17,-1
Cc1ccc(NC(=O)CSc2nnc(CNC(=O)c3ccco3)o2)cc1,77,-9,-1,-17,84,0,1,11,1
CN(Cc1ccccc1)C(=O)c1cc2ccccc2o1,104,24,-12,4,101,-2,-1,8,-12
O=c1[nH]c(=O)n(-c2ccccc2)c2c1C(C(F)(F)F)(C(F)(F)F)N=C(CCC1CCCCC1)N2,100,15,-5,-2,94,-2,0,15,-24
COc1ccccc1C(=O)Nc1ccc(C(=O)Nc2ccccc2C(=O)O)cc1,98,10,2,-3,99,-1,4,9,-11
N=C1/C(=C\c2ccc(SCc3ccco3)o2)C(=O)N=C2SC=NN12,106,.,19,1,98,-31,25*,6,-60

# Not all compounds are listed; rates above refer to the full screens.
